GPR151 activ = activators of human GPR151; Q8TDV0; AID 1508602; PathHunter beta-arrestin GPR151 cells, luminescence; 650,000 compounds, 1% hits; activation, % at 11.2 µM; in the data active = activation above about 4.9%;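 note: 0% = median of compound wells and 100% = cells with positive control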
Target sequence (Q8TDV0 whole entry, looked up): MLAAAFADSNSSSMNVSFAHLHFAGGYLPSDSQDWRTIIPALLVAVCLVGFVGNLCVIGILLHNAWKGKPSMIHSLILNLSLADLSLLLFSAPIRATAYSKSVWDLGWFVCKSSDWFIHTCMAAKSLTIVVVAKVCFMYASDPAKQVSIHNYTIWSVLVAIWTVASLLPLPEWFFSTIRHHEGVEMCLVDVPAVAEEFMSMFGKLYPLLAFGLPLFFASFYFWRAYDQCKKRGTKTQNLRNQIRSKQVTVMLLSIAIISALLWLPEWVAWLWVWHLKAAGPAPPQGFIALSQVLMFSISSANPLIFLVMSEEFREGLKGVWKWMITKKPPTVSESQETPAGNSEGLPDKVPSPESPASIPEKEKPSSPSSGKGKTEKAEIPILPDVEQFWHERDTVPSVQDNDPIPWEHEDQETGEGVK
MITF primary = blocks human microphthalmia-associated transcription factor; O75030; AlphaScreen MITF homodimerization, bead proximity signal; inhibition, % at 2.6 µM; 650,000 compounds, 0.91% hits; in the data active = inhibition above about 50%;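 note: 0% = vehicle wells with protein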
Target sequence (O75030 whole entry, looked up): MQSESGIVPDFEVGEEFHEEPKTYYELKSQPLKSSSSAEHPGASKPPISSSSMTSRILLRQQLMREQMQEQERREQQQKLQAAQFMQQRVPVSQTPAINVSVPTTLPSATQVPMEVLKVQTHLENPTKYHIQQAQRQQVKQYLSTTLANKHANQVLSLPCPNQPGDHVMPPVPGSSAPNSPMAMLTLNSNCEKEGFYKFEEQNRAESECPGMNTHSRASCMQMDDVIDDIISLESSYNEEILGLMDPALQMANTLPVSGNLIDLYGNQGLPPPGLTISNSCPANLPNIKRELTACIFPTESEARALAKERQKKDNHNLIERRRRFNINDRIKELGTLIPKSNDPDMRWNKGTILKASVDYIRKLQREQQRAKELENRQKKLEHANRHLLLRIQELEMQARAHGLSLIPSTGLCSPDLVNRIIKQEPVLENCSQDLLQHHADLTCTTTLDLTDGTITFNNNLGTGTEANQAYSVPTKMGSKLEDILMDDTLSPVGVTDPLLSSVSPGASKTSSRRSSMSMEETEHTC
FBW7 activator = activators of human E3 ligase FBW7. 650,000 compounds, 0.13% hits. AID 1259310. normalized activity (activation), % at 26.1 µM. AlphaScreen FBW7–phospho-cyclin E peptide binding, activator screen. Q969H0; in the data active = normalized activity above about 1.9%;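 note: purified mutant Fbw7 with reduced substrate affinity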
TEAD-YAP inh = TEAD-YAP interaction inhibition. 640,000 compounds, 1.4% hits. inhibition, % at 9.12 µM. HEK-TIYL cells, TEAD-Gal4/YAP UAS-luciferase luminescence; in the data active = inhibition above about 32%;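 note: 0% = median of test compound wells and 100% = reference inhibitor wells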
Active calls of the source: *. Random draw from the library, and some 3.4% of all compounds hit somewhere here.

entry	SMILES	GPR151 activ	MITF primary
1	CCOc1ccccc1-n1c(SCC(N)=O)nc2ccccc2c1=O	-0.4	5
2	O=C(Nc1nccs1)NC12CC3CC(CC(C3)C1)C2	-0.5	3
3	CC(=O)Nc1ccc(Nc2ncnc3nc(-c4ccc(C(=O)N5CCN(C)CC5)cc4)[nH]c23)cc1	0.1	-2
4	O=S(=O)(O)CCc1cccc[n+]1CC(O)COc1ccccc1Cl (configuration not stated)	-0.2	2
5	O=C1CCC(CCNCc2cccnc2)N1CC1(c2ccccc2)CCOCC1 (configuration not stated)	0.4	1
6	COc1cccc(C2C3=C(CCCC3=O)NC3=C2C(=O)CCC3)c1	-0.4	-16
7	O=C1/C(=C\c2cccc([N+](=O)[O-])c2)N=C2c3ccccc3S(=O)(=O)N12	0.2	8
8	O=C(NCCCN1CCOCC1)c1cc(-c2ccc(Br)cc2)on1	-0.1	-7
9	O=C(CSc1nnc(-c2cccnc2)n1Cc1ccccc1)Nc1ccccc1Cl	2.2	0
10	O=C(Cn1ncc2cccn2c1=O)NC1CCCC1	-0.7	17
11	O=C(O)C1CCCCC1C(=O)Nc1nccs1 (configuration not stated)	-0.1	8
12	COc1ccc(Nc2ccc(-c3ccccc3C=O)cn2)cn1	-1.1	15

entry	FBW7 activator	TEAD-YAP inh
1	0.1	5
2	0.0	-7
3	0.0	1
4	0.1	6
5	0.1	0
6	-0.1	-2
7	-0.1	-4
8	-0.1	1
9	0.0	6
10	0.1	-2
11	0.0	3
12	-0.2	-11

Next section.
entry	SMILES	GPR151 activ	MITF primary
13	CCc1nn(CC(=O)NC2CC2)c(=O)c2cc3sc(C)cc3n12	1.0	12
14	c1cc(Nc2nc3ncnc(Nc4ccc(N5CCOCC5)cc4)c3[nH]2)ncn1	-4.0	10
15	COc1cc(COCC(O)CN2CCN(c3ccccc3F)CC2)cc(OC)c1OC (configuration not stated)	-1.0	3
16	O=C(/C=C/c1ccc(-c2ccc(Cl)cc2)o1)c1ccco1	0.2	3
17	O=C(CCSc1ccccc1)Nc1ccc(O)c(-c2nc3ccccc3s2)c1	-1.1	5
18	Cc1cc(NC(=S)N(Cc2cccs2)C2CCCCC2)ccc1Cl	3.7	-1
19	Cc1cc(OCC(=O)NN)c(C(C)C)cc1Br	0.3	8
20	Cc1ccc(-n2c3c(cc(C(N)=O)c2=O)C(=O)CC(C)(C)C3)cc1	-0.6	26
21	O=C(CN1C(=O)[C@@H]2CCCN2C(=O)c2ccccc21)N1CCCC1	0.3	0
22	CC(C)(C)NC(=O)CN1c2cccc3cccc(c23)S1(=O)=O	2.6	6
23	COc1cccc2cc(NC(=O)c3ccc(Cl)cc3)c(=O)oc12	0.0	-3
24	O=C(C(c1ccccc1)N1C(=O)c2ccccc2C1=O)N1CCc2ccccc2C1 (configuration not stated)	0.3	-3

entry	FBW7 activator	TEAD-YAP inh
13	0.1	2
14	-0.3	23
15	-0.2	2
16	0.0	-8
17	0.0	-3
18	-0.2	12
19	-0.2	5
20	0.2	5
21	0.0	3
22	0.0	-6
23	0.0	-11
24	-0.1	-16

Next section.
entry	SMILES	GPR151 activ	MITF primary
25	Cc1cc(F)ccc1NC(=O)CN1C(=O)CC(C)(C)S(=O)(=O)c2ccccc21	1.3	2
26	CCn1c(SCc2ccccc2)nnc1C1CCCN(C(=O)N2CCOCC2)C1 (configuration not stated)	0.1	0
27	O=C(CN(Cc1ccccc1)S(=O)(=O)c1ccc(Br)cc1)NCc1ccccn1	-0.6	-24
28	O=C(COc1ccc(-c2ccccc2)cc1)Nc1ccccc1F	-2.1	-1
29	Cc1ccc(N=c2scc(-c3ccc([N+](=O)[O-])cc3)n2-c2ccc(C)cc2)cc1	1.3	-1
30	COc1ccccc1CNC(=O)c1ccc2nc(-c3ccc(OC)c(OC)c3)c(-c3ccc(OC)c(OC)c3)nc2c1	0.8	-14
31	O=C(Nc1ccc(Oc2ccc3ccccc3c2Cl)c(Cl)c1)c1cc2cc(Cl)ccc2oc1=O	-0.7	6
32	COC(=O)c1sccc1NC(=O)c1ccc(Cl)cc1[N+](=O)[O-]	1.0	23
33	O=[N+]([O-])c1ccc(C=NCCCO)cc1	1.0	18
34	CC1(C)CC(=O)c2cc(OCC(=O)NCCCN3CCCC3)ccc2O1	-0.2	-7
35	O=C(Nc1ccc2oc(-c3ccccc3)nc2c1)c1cccnc1	-0.8	-11
36	COc1ccc2c(c1)C(=O)C(=O)N2C(C)=O	1.3	17

entry	FBW7 activator	TEAD-YAP inh
25	-0.2	5
26	-0.1	15
27	0.2	-12
28	0.1	-22
29	0.0	0
30	0.0	-2
31	0.9	5
32	-0.5	2
33	0.4	-2
34	0.0	-13
35	-0.1	-65
36	0.1	9

Looked up by structure from above (2):
entry	SMILES	GPR151 activ	MITF primary
36	COc1ccc2c(c1)C(=O)C(=O)N2C(C)=O	1.3	17
1	CCOc1ccccc1-n1c(SCC(N)=O)nc2ccccc2c1=O	-0.4	5

entry	FBW7 activator	TEAD-YAP inh
36	0.1	9
1	0.1	5

(further entries)
entry	SMILES	GPR151 activ	MITF primary
37	Cn1c(CN2CCN(C3CCCC3)C(CCO)C2)nc2ccccc21 (configuration not stated)	-1.0	-3
38	O=C(CN1C(=O)C2CCCN2c2ncc(Cl)cc21)NCc1cccnc1 (configuration not stated)	-2.5	7
39	CC12CN3CCN(CC(C3)/C1=N\NC(=O)c1ccc(C(C)(C)C)cc1)C2	-0.1	-8
40	CCOc1ccc(NC(=O)c2c(NC(=O)c3cccnc3)sc3c2CCC(C(C)(C)C)C3)cc1 (configuration not stated)	-0.2	-1
41	C/C(=C\c1ccccc1)C(=O)Nc1ccc(F)c([N+](=O)[O-])c1	-1.7	17
42	COc1ccc(N2CC(O)(c3ccc(OC)c(OC)c3)[N+]3=C2CCCCC3)cc1 (configuration not stated)	0.6	-10
43	CCCCCOc1ccc(NS(C)(=O)=O)cc1	-0.2	-7
44	Cn1cc(CNC(=O)c2ccc(OC3CCN(CCc4ccccc4)CC3)cc2)cn1	2.2	10
45	CC(C)(C)NC(=O)Cn1c(=O)n(Cc2ccco2)c2ncccc21	-0.3	-14
46	CCOC(=O)c1ccc(NC(=O)C2CC(=O)N=C(N)S2)cc1 (configuration not stated)	-0.7	-11
47	Cn1c(C2CCC(CNC(=O)c3ccc(=O)[nH]c3)CC2)nc2ccccc21 (configuration not stated)	-0.4	16
48	CCN(CC)C(=O)c1sc2nc3c(cc2c1N)CCCCC3	-2.1	0

entry	FBW7 activator	TEAD-YAP inh
37	0.2	8
38	0.5	7
39	-0.1	5
40	0.1	2
41	0.1	4
42	-0.3	-22
43	0.0	-52
44	0.4	-16
45	-0.3	-10
46	0.4	-2
47	0.4	11
48	-0.1	6

Following part
entry	SMILES	GPR151 activ	MITF primary
49	N#Cc1cc(Cl)c(N2CCCCCC2)cc1C#N	-1.1	-1
50	O=c1[nH]c(=O)n(-c2cccc(C(F)(F)F)c2)c(O)c1/C=C1\C=CC=N1	-0.5	11
51	CS(=O)(=O)c1cccc(C(=O)NCCCN2CCc3ccccc32)c1	0.9	-3
52	C=CCNC(=O)CSc1nnc2c3cc(C)ccc3n(C)c2n1	0.1	-5
53	CCOc1ccccc1C1CC(c2ccc(I)cc2)Nc2ncnn21 (configuration not stated)	-0.6	14
54	Cc1cccc(NCC(=O)N/N=C/c2c(C)nn(-c3ccccc3)c2Cl)c1	1.3	13
55	N#C/C(=C\c1c(Cl)cccc1Cl)c1ccc(Cl)cc1	0.8	-3
56	O=C(Nc1ccccc1Cl)c1cccc(N2C(=O)c3cccc([N+](=O)[O-])c3C2=O)c1	-0.6	14
57	CCN1CCN(C(=O)Cn2ncn3nc(-c4cccs4)cc3c2=O)CC1	-2.4	4
58	CSc1ccc(C2C(C#N)=C(N)Oc3cc(C)n(CC4CCCO4)c(=O)c32)cc1 (configuration not stated)	0.4	5
59	Cc1cc2c(SCC(=O)c3cc4ccccc4o3)ncnc2s1	-0.2	-1
60	CCn1c2ccccc2c2nnc(SCC(=O)N=C3NC(=O)CS3)nc21	2.0	3

entry	FBW7 activator	TEAD-YAP inh
49	0.2	-9
50	-0.1	5
51	-0.1	1
52	-0.1	5
53	-0.1	-1
54	0.5	4
55	0.1	16
56	0.0	-6
57	-0.2	-3
58	-0.1	-4
59	-0.1	-9
60	0.1	7

3 of the compounds above, with two lines to a compound:
The line under a structure holds: GPR151 activ | MITF primary | FBW7 activator | TEAD-YAP inh
[28] O=C(COc1ccc(-c2ccccc2)cc1)Nc1ccccc1F
  -2.1 | -1 | 0.1 | -22
[29] Cc1ccc(N=c2scc(-c3ccc([N+](=O)[O-])cc3)n2-c2ccc(C)cc2)cc1
  1.3 | -1 | 0.0 | 0
[30] COc1ccccc1CNC(=O)c1ccc2nc(-c3ccc(OC)c(OC)c3)c(-c3ccc(OC)c(OC)c3)nc2c1
  0.8 | -14 | 0.0 | -2

Additional entries:
entry	SMILES	GPR151 activ	MITF primary
61	CCN(CC)S(=O)(=O)c1cc(C(=O)Oc2cccc(-c3cnc4ccccc4n3)c2)ccc1Br	-0.3	3
62	O=C(NCC(c1cccnc1)N1CCN(Cc2ccccc2)CC1)c1ccccc1 (configuration not stated)	-0.8	8
63	CC(C)C(Sc1nnc(-c2ccco2)n1C)C(=O)NC(N)=O (configuration not stated)	-0.9	4
64	COc1ccccc1/C=C1\C(=O)N(C2CCN(C)CC2)c2ccccc21	-0.9	-1
65	CCOc1ccc(Nc2nc(N)nc(CSC(=S)N3CCOCC3)n2)cc1	0.6	3
66	CCCSc1nnc2c(n1)OC(c1ccsc1)Nc1ccc(Br)cc1-2 (configuration not stated)	-0.9	20
67	Cc1cc(C(F)(F)F)c2c(NCc3ccc(C#N)cc3)n[nH]c2n1	-0.8	19
68	Cc1ccc(NCc2c(CO)cnc(C)c2O)c(C)c1	-0.7	-1
69	CCOC(=O)c1sc(NC(=O)CSc2nnc3c4ccccc4n(CCc4ccccc4)c3n2)nc1C	0.0	-7
70	COc1ccc(C(=O)Nc2c(-c3ccccc3)nc3c(Br)cc(Br)cn23)cc1	0.6	1
71	COc1cc(-c2nnc(SC)o2)cc(OC)c1OC	-0.4	5
72	COc1ccc(CC2(CO)CCN(Cc3sc(N4CCCC4)nc3Cl)CC2)cc1	1.6	-3

entry	FBW7 activator	TEAD-YAP inh
61	-0.4	-4
62	0.8	11
63	0.2	-4
64	-0.1	-7
65	-0.2	-44
66	0.2	2
67	0.3	0
68	0.1	0
69	0.0	0
70	0.1	0
71	0.0	1
72	-0.1	6

Next part.
entry	SMILES	GPR151 activ	MITF primary
73	CCN(CC)Cc1c(C)[nH]c2ccc(C)cc2c1=O	-1.0	14
74	NCCCC[C@@H]1NC(=O)[C@@H]2C[C@H](NC(=O)Nc3cccc(Cl)c3Cl)CN2C1=O	-0.8	8
75	Cc1ccc(-c2csc3ncn(CC(N)=O)c(=O)c23)c(C)c1	-0.6	11
76	O=C(/C(Br)=C/Nc1ncccn1)C(F)(F)F	0.1	-8
77	Cc1ccccc1Nc1nc(N)nc(CNCc2ccccc2)n1	-1.1	16
78	CC(C)c1ccc(NC(=O)c2ccc(F)c(S(=O)(=O)N3CCN(c4ccc(F)cc4)CC3)c2)cc1	-0.9	5
79	O=C(Nc1nnc(S(=O)(=O)N2CCCCCC2)s1)C12CC3CC(CC(C3)C1)C2	0.7	-5
80	COc1ccc(-c2cnnc(N(C)Cc3nccn3C)n2)cc1	1.4	15
81	CCCCn1c(CNC(=O)c2c(F)cccc2Cl)nnc1SCC(=O)Nc1sc2c(c1C(=O)OCC)CCCC2	1.7	16
82	O=C(CSc1nccn1Cc1ccccc1)NCc1ccccc1Cl	-0.7	-7
83	CCOc1ccc(S(=O)(=O)N(CC(=O)Nc2ccccc2)c2ccccc2)cc1	2.6	-4
84	CCCn1c(C)cn2c3c(=O)n(CCN4CCCCC4)c(=O)n(C)c3nc12	-0.3	-4
85	O=C(Nc1ccncc1)c1ccc2nc[nH]c2c1	-0.4	21
86	N#CCCn1nc(-c2ccccc2)cc1-c1ccccc1	1.0	8
87	Cn1ncc2c(NCc3ccc(Cl)cc3Cl)ncnc21	-0.4	2

entry	FBW7 activator	TEAD-YAP inh
73	-0.3	1
74	-0.1	7
75	0.3	2
76	-0.1	-10
77	0.3	-2
78	0.0	3
79	0.6	-2
80	0.3	-2
81	0.1	6
82	-0.1	-1
83	-0.1	-4
84	0.0	-12
85	0.0	10
86	0.1	-32
87	0.1	-8

Screens: PubChem BioAssay, The Scripps Research Institute Molecular Screening Center
